# 14-3-3g Raf: 14-3-3 gamma protein interaction modulation; actives 0.19% (n = 160,000); inhibition, % at 40 µM; FP, 14-3-3gamma / TMR-pS259-Raf peptide binding; in the data active means inhibition above about 30%;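 further: 0% = protein plus tracer without compound and 100% = blank with tracer alone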
# Target sequence (P61981 whole entry, looked up): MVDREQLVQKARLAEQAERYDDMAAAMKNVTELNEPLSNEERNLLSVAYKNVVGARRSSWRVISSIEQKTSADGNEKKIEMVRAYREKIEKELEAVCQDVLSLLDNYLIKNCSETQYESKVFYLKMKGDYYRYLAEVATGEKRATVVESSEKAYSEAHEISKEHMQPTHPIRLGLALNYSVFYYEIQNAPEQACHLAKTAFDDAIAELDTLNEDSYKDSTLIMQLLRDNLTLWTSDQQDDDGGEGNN
# * hit, by the source's call; & = joins results of further samples. The list is partial; rates above refer to the full screens.
14-3-3g Raf	smiles
-10	O=C(Nc1ccc(Oc2ccc(S(=O)(=O)N3CCOCC3)cn2)cc1)c1ccco1
-6	CCOC(=O)c1cc(-c2ccc(C)cc2)n(CCC(=O)NCCN(C)C)c1C
-12	CC1=NN(C(C#N)c2cccc([N+](=O)[O-])c2)C(C)(C)C1 (stereo not drawn)
1	COc1cccc(C2CC(=O)N3CN(c4ccccc4F)CSC3=C2C#N)c1 (stereo not drawn)
-20	Clc1ccc(-n2cc(-c3ccccc3)c3c(NCc4ccccn4)ncnc32)cc1
-26	CCOC(=O)c1[nH]c(CSc2nnnn2-c2ccccc2C)c(C(=O)OCC)c1C
-9	CCOCCOC(=O)c1ccc(NC(=O)c2ccccc2Br)cc1
-5	COc1ccc(OC(=O)c2ccncc2)cc1
-10	CN(C)C=C1C=C(c2ccccc2)SC1=S
-11	O=[N+]([O-])c1cccc(S(=O)(=O)Nc2ccc(O)c(Sc3nc4ccccc4s3)c2)c1
-2	O=C(CSc1nnnn1-c1ccc2c(c1)OCO2)N1c2ccccc2Sc2ccc(Cl)cc21
3	COC(=O)c1ccc(C2C(C(=O)OCC(C)C)=C(C)N=C3SCCC(=O)N32)cc1 (stereo not drawn)
-5	COc1cc2nc3n(Cc4ccccc4)c4ccccc4n3c(=O)c2cc1OC
-100	Cn1c2c(c(=O)n(C)c1=O)C(c1ccc(OC(=O)CN3C(=O)c4ccccc4C3=O)cc1)C1=C(N2)c2ccccc2C1=O (stereo not drawn)
-2	O=[N+]([O-])c1cc(C2SCCN2S(=O)(=O)c2ccc3ccccc3c2)ccc1Cl (stereo not drawn)
2	CCOC(=O)c1sc(=S)n(Cc2ccccc2)c1N
6	Cc1cccc(-n2nnc(C(=O)NCc3cccs3)c2N)c1
6	Cc1oc(C(C)(C)C)cc1C(=O)Nc1ccc(C(=O)O)cc1
3	CN1C(=O)C2(c3ccccc31)N(C)CC(c1ccccn1)C21SC(=S)N(Cc2ccco2)C1=O (stereo not drawn)
-70	O=C(NCc1ccco1)c1cc(-c2ccccn2)nc2ccc(S(=O)(=O)N3CCOCC3)cc12
-6	CCC(C)(C)n1nnnc1CN(Cc1cc2cc(OC)c(OC)cc2[nH]c1=O)C1CCCC1
-7	COc1ccc(NS(=O)(=O)c2ccc(N)cc2)cc1
-5	Cc1cccc(NC(=O)CSc2nccn2-c2ccc(F)cc2)c1C
-14	Cc1ccc(N=C2SC(C(=O)NCCc3ccccc3)CC(=O)N2C)cc1C (stereo not drawn)
-3	Cc1ccc(CCNC(=O)NC(C)(C)C)cc1
-4	O=C(CSc1nnc(-c2ccncc2)n1Cc1ccco1)OC1CCCCC1
-7	COCCN1C(=O)c2ccccc2C(C(=O)Nc2ccc(OC)c(OC)c2)C1c1cn(C)c2ccccc12 (stereo not drawn)
-42	COc1ccc(Cl)cc1Nc1nc(-c2cc3cc(Cl)ccc3oc2=O)cs1
-4	Cc1cccc(C(=O)NC2(C(F)(F)F)C(=O)Nc3c2c(=O)[nH]c(=O)n3-c2ccccc2)c1 (stereo not drawn)
-5	NC(=O)C1(N2CCCCC2)CCN(c2ccc3nnc(-c4ccccc4)n3n2)CC1
1&2	CCc1ccc(CN2C(=O)CCC2(C)C(=O)NC2CCCC2)cc1 (stereo not drawn)
-7	C=CCNC(=O)c1c(NC(=O)c2ccccc2F)sc2c1CCCCC2
-36	CCN1CCc2c(sc(NC(=O)c3ccc(S(=O)(=O)N4CC(C)OC(C)C4)cc3)c2C(N)=O)C1 (stereo not drawn)
7	Cc1cccc(Nc2ncnc3sc(C)cc23)c1
-5	Cc1c(Cl)c([N+](=O)[O-])nn1CCCC(=O)N1CCN(c2ccccc2)CC1
-2	CCCCCCc1cc2c3c(c(=O)oc2cc1OCC(=O)OC)CCCC3
-3	CCCCOC(=O)c1ccc(Nc2ncnc3nc[nH]c23)cc1
-14	O=C(CSc1nc2ncccc2[nH]1)Nc1ccc(OC(F)(F)Cl)cc1
-3	CCOC(=O)c1nn(-c2cccc(Cl)c2)cc1C(=O)c1ccco1
4	O=C(NCc1ccc(Cl)cc1)c1ccc2c(=O)n(CC3CCCO3)c(=S)[nH]c2c1 (stereo not drawn)
-16	CCN(CC)CCCNc1ncnc2sc3c(c12)CCCC3
0	CCOc1cc(C(=O)Oc2ccc3c4c(c(=O)oc3c2)CCC4)cc(OCC)c1OCC
-2	CCOc1cc(C2C(C(=O)OC)=CN(C(C)C)C=C2C(=O)OC)ccc1O
-43	CCOC(=O)c1c(NC(=O)CSc2nnc(CNc3ccc(F)cc3)o2)sc(C(C)=O)c1C
0	O=C(COc1ccc(Br)cc1C(=O)Nc1ccc(Cl)cc1)NC1CCCCC1
-11	CC(=O)N1CCc2cc(S(=O)(=O)NC(C(=O)N3CCc4ccccc43)C(C)C)ccc21 (stereo not drawn)
2	CC1=CC(C)(C)N(C(=O)CSc2nc3ccccc3[nH]2)c2ccc(C)cc21
1	CCOC(=O)N1CCN(c2c(NCCN3CCN(Cc4ccccc4)CC3)c(=O)c2=O)CC1
-1	Cc1cc(C)nc(SCC(=O)Nc2nnc(C(F)(F)F)s2)n1
-8	Clc1ccc(-c2nnc3sc(-c4ccc(Br)o4)nn23)c(Cl)c1
-13	CCOC(=O)CC(C#N)c1cn(C)c2ccccc12 (stereo not drawn)
-58	COc1cc(C(=O)N2CC(=O)N(CCc3ccccc3)C(=O)C2)cc(OC)c1OC
-7	CC(=O)N1CCN(S(=O)(=O)c2cccc(C(=O)Nc3nc4ccccc4[nH]3)c2)CC1
-4	COc1cc(OC)c(C2CC(=O)Nc3c2ccc2ccccc32)cc1OC (stereo not drawn)
-6	COc1cccc(C2C(C(=O)OCCc3ccccc3)=C(C)NC3=C2C(=O)CCC3)c1OC (stereo not drawn)
-15&-33	CCc1nc2c(sc3nc4c(cc32)COC(C)(C)C4)c(=O)n1Cc1ccco1
-6	CCOCCOC(=O)C1=C(C)NC2=C(C(=O)CC(C)(C)C2)C1c1cc(OC)c(OC)cc1Br (stereo not drawn)
-1	CS(=O)(=O)CCC(C(=O)Oc1ccc(-c2cnc3ccccc3n2)cc1)N1C(=O)c2ccccc2C1=O (stereo not drawn)
-11	Cc1cc(N2CCOCC2)nc2ccc(NC(=O)c3ccc4c(c3)OCO4)cc12
1	COc1ccc(CNc2ccc3c(c2)nc(C)n3C)cc1

# Next part
14-3-3g Raf	smiles
-3	O=C(CN1N=C(c2ccccc2)CCC1=O)NCCC1=CCCCC1
11	O=[N+]([O-])c1c[n+]([O-])n(-c2ccccc2)n1
6	COc1ccc(CCNc2ncnc3oc(-c4ccccc4)c(-c4ccccc4)c23)cc1OC
-7	O=C(CN(Cc1cccs1)C(=O)CSc1nnc(COc2ccccc2)o1)NC1CCCC1
-4	Cc1onc(-c2ccccc2Cl)c1C(=O)N1CCN(C/C=C/c2ccccc2)CC1
-8	COC(=O)c1cc(-c2cccnc2)nc2ccccc12
-6	CCOc1ccc(NC(=O)CN2C(=S)NC(C)(C)CC2C)cc1 (stereo not drawn)
-11	Cc1ccc(CN2C3=C(C(=O)CC(C)(C)C3)C(c3ccc(C(=O)O)cc3)C3=C2CC(C)(C)CC3=O)cc1
3	CC(=O)Oc1c(S(=O)(=O)c2ccccc2)c(C)nn1-c1ccc(C)cc1C
3	COc1ccccc1C1/C(=C(/O)c2ccc(C)cc2)C(=O)C(=O)N1Cc1ccco1 (stereo not drawn)
-50	O=C(NCc1ccccc1Cl)c1sc(=S)n2c1[nH]c(=O)c1ccccc12
-1	COc1ccc2c(c1)c1ncn(CCN3CCCC3)c(=O)c1n2C
-47	NC(=O)c1c(NC(=O)CCCCCN2C(=O)c3ccccc3C2=O)sc2c1CCC2
-20	O=C(NCc1ccccc1)c1cccn2c(=O)c3ccccc3nc12
-5	CN1C(=O)c2cccc(NC(=O)C3CCCCC3)c2C1=O
-3	CN(C)c1nccc(Nc2ccccc2)c1C#N
5	COCCNc1oc(-c2ccccc2Cl)nc1C#N
-32	Cn1nnnc1SCC(=O)Nc1ccccc1N1CCOCC1
-5	COc1ccc(NS(=O)(=O)c2ccc(Cl)c(C(=O)Nc3ccccc3)c2)cc1
0	O=C(CN1C(=O)c2ccc([N+](=O)[O-])cc2C1=O)Nc1cccc([N+](=O)[O-])c1

# An excerpt of these results, bar-delimited.
canonical_smiles | 14-3-3g Raf
Clc1ccc(-n2cc(-c3ccccc3)c3c(NCc4ccccn4)ncnc32)cc1 | -20
CCOC(=O)c1[nH]c(CSc2nnnn2-c2ccccc2C)c(C(=O)OCC)c1C | -26
CCOCCOC(=O)c1ccc(NC(=O)c2ccccc2Br)cc1 | -9
COc1ccc(OC(=O)c2ccncc2)cc1 | -5
CN(C)C=C1C=C(c2ccccc2)SC1=S | -10
O=[N+]([O-])c1cccc(S(=O)(=O)Nc2ccc(O)c(Sc3nc4ccccc4s3)c2)c1 | -11
O=C(CSc1nnnn1-c1ccc2c(c1)OCO2)N1c2ccccc2Sc2ccc(Cl)cc21 | -2
COC(=O)c1ccc(C2C(C(=O)OCC(C)C)=C(C)N=C3SCCC(=O)N32)cc1 (stereo not drawn) | 3
COc1cc2nc3n(Cc4ccccc4)c4ccccc4n3c(=O)c2cc1OC | -5
Cn1c2c(c(=O)n(C)c1=O)C(c1ccc(OC(=O)CN3C(=O)c4ccccc4C3=O)cc1)C1=C(N2)c2ccccc2C1=O (stereo not drawn) | -100
O=[N+]([O-])c1cc(C2SCCN2S(=O)(=O)c2ccc3ccccc3c2)ccc1Cl (stereo not drawn) | -2
CCOC(=O)c1sc(=S)n(Cc2ccccc2)c1N | 2
Cc1cccc(-n2nnc(C(=O)NCc3cccs3)c2N)c1 | 6
Cc1oc(C(C)(C)C)cc1C(=O)Nc1ccc(C(=O)O)cc1 | 6
CN1C(=O)C2(c3ccccc31)N(C)CC(c1ccccn1)C21SC(=S)N(Cc2ccco2)C1=O (stereo not drawn) | 3

# The listing continues:
14-3-3g Raf	smiles
-6	COC(=O)c1ccccc1NC(=O)c1nn2c(C(F)(F)F)cc(-c3ccccc3)nc2c1Cl
3	O=c1cc(C23CC4CC(CC(C4)C2)C3)[nH][nH]1
5	COc1ccccc1NC(=O)CSc1nc2ccccc2c(=O)n1Cc1ccc2c(c1)OCO2
-11	CC1CCCN(C(=O)c2c[nH]c3ccc(S(=O)(=O)N4CCOCC4)cc3c2=O)C1 (stereo not drawn)
2	CCC(C)Nc1ncnc2c1cnn2Cc1ccc(Cl)cc1 (stereo not drawn)
-2&-1	CC(=O)NC1=NC(=O)CS1
-7	c1ccc(-n2ncc3c(NCCN4CCCCC4)ncnc32)cc1
-14	COc1ccc(-n2nc3c(c2NC(=O)c2cccc(C)c2)CSC3)cc1
-8	COCc1cc(C)nc(N2CCc3ccccc32)c1C#N
2	CCCn1c(=O)c2ccccc2n2c(Sc3nnnn3-c3ccccc3)nnc12
0	CCC(=O)N1N=C2c3cc(OC)ccc3CCC2C1c1ccccc1[N+](=O)[O-] (stereo not drawn)
4	OCCNC12CC3CC(CC(C3)C1)C2
13	O=C1c2oc3ccccc3c(=O)c2C(c2cccnc2)N1CCCN1CCOCC1 (stereo not drawn)
-3	COc1cc2[nH]c(=O)n(CCC(=O)N3CCc4ccccc4C3)c(=O)c2cc1OC
4	COC(=O)c1ccc(OC(=O)COC(=O)CN2C(=O)c3ccccc3C2=O)cc1
-5	CCOC(=O)CNCc1ccc(Cl)cc1
-3	O=C(CC1Sc2ccc(C(F)(F)F)cc2NC1=O)Nc1ccc(I)cc1 (stereo not drawn)
2	Cc1ccc2cc(C#N)c(NCCNC(=O)C3CC3)nc2c1C
-42	CCN1CCN(c2nc(-c3ccccc3Cl)nc3ccccc23)CC1
-2	COCCCNC(=O)C1CCN(S(=O)(=O)c2c(C)noc2/C=C\c2ccc(OC)cc2)CC1

# Some of these compounds in order of formula weight, falling:
14-3-3g Raf	smiles
13	O=C1c2oc3ccccc3c(=O)c2C(c2cccnc2)N1CCCN1CCOCC1 (stereo not drawn)
2	CCCn1c(=O)c2ccccc2n2c(Sc3nnnn3-c3ccccc3)nnc12
4	COC(=O)c1ccc(OC(=O)COC(=O)CN2C(=O)c3ccccc3C2=O)cc1

# Continuation.
14-3-3g Raf	smiles
-3	O=C(Nc1cccc(-c2nnc(-c3ccccc3)o2)c1)c1ccco1
-43	COc1ccc(CNC(=O)CCc2nc3ccccc3n(Cc3ccccc3Cl)c2=O)cc1
-5	CC(=O)Nc1cc2c(cc1C(C)=O)OCCO2
0	CCCNC(=O)C1(O)c2cc(Br)ccc2NC(=O)N1c1ccc(OCC)cc1 (stereo not drawn)
-14	COc1ccc(Cl)cc1NC(=O)c1cc2c(=O)n3cccc(C)c3nc2s1
-1	Cc1ccc(C)c(NC(=O)c2cc(S(=O)(=O)N3CCCC3)ccc2F)c1
-16	O=C(CSc1nc2ccccc2o1)c1cc2ccccc2oc1=O
-7	Cc1cc(C)c2oc(-c3ccc(C)c(NC(=O)CC(C)C)c3)nc2c1
-6	Cc1ccc(OCc2nnc(SCC(=O)N3CCOCC3)n2C)cc1
-2	O=C(O)c1cc2nc3c(c(C(F)(F)F)n2n1)CCc1ccccc1-3
-5	CCCCC(=O)c1c(C)cc(C)[nH]c1=O
-7	Cc1ccc(CNC(=O)CCCn2c(=S)[nH]c3ccsc3c2=O)cc1
1	Cc1ncc([N+](=O)[O-])n1CCOC(=O)c1ccco1
1	Cc1ccc2c(COC(=O)C3=COCCO3)cc(=O)oc2c1
-1	COc1ccc(CNc2nc3c(c(=O)[nH]c(=O)n3C)n2Cc2ccccc2C)cc1
-10	Cc1cc(NC(=O)c2ccc(Br)o2)ccc1NC(=O)c1ccccc1
-2	Cc1ccc(-c2nn(CC(=O)NCc3ccco3)c(=O)c3ccccc23)cc1
0	CC1=C(C(=O)OC2CCCC2)C(c2ccccc2Br)C2=C(CC(C)(C)CC2=O)N1 (stereo not drawn)
-4	CCC1CCC2(CC1)NC(=S)N(c1ccc(Cl)cc1)N2 (stereo not drawn)
-1	Cc1ccccc1CSc1ncnc2c1oc1ccccc12
-1	Cc1ccc(/C(O)=C2\C(=O)C(=O)N(CC(C)O)C2c2ccccn2)cc1 (stereo not drawn)
-183	CCOc1ccc(C(=O)Nc2ccc(OC)cc2[N+](=O)[O-])cc1OCC
-3	Cc1ccc(C)c(NC(=O)c2cc3c(=O)n4cccc(C)c4nc3s2)c1
-6	COC(=O)c1ccc(C2Nc3ccc4ccccc4c3C3=C2CC(C)(C)CC3=O)cc1 (stereo not drawn)
3	CCCCOC(=O)COc1cc2oc(=O)c3c(c2cc1CC)CCCC3
1	CCC1Sc2ccccc2N(CC(=O)NCc2ccc3c(c2)OCO3)C1=O (stereo not drawn)
2	O=C(Cc1ccc([N+](=O)[O-])cc1)NCC1CCCO1 (stereo not drawn)
6	CCCC(=O)Nc1nnc(-c2ccco2)s1

# High-throughput results (PubChem)
